CR mimetic SO = lowers age-related superoxide in aged yeast cells | S. cerevisiae aged cells, superoxide DHE fluorescence; stronger effect = lower value | superoxide response (% of plate mean), % at 10 µM | hit rate 0.18% among 330,000;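 active = superoxide response under a set limit, about three screen SD below normal, cut at about 65% in these data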;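 also: yeast aged for seven days with compound at 30 °C before DHE staining; 100% = average MFI of all compound-treated wells on the plate with controls excluded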
GRK2 aptamer HTS = human GRK2 inhibition via aptamer displacement; P25098; bead flow cytometry, FAM-aptamer displacement from GRK2; inhibition of aptamer binding, % at 10 µM; hit rate 0.59% among 330,000;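 active = inhibition of aptamer binding above 40%, roughly 3 SD of noise, on plates passing a quality check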;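 also: median bead fluorescence of bound FAM aptamer so fluorescent compounds give negative values; no value below 0 was filed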
MEX-5 binding = C. elegans MEX-5 TCR-2 RNA binding activity; AID 1832; hit rate 0.38% among 300,000; MEX-5/FITC-TCR2 RNA binding, fluorescence polarization; stronger effect = lower value; activity score (negative = inhibition of binding), % at 10 µM;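 active = inhibition past about -25% in most replicates, and total fluorescence under double the plate's negative control median, limit read from the data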;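 also: 0% = DMSO and -100% = 5 µM competing unlabeled TCR2 RNA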
MCL1-BIM inh = disrupts human MCL1 binding to BIM-BH3 peptide; Q07820; GST-MCL1 / FITC-Bim-BH3 fluorescence polarization; inhibition, % at 10.9 µM; hit rate 0.68% among 320,000;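 active = inhibition above the mean inhibition of all tested compounds plus 3 SD, set per campaign, cut at about 40% in these data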;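 also: 0% = DMSO wells and 100% = unlabeled Bim-BH3 peptide control; higher means more loss of mP so more displacement of Bim peptide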
BCLXL inh = blocks human Bcl-xL binding to Bim BH3 peptide; GST-Bcl-xL / FITC-Bim BH3 peptide fluorescence polarization; inhibition, % at 10.9 µM; Q07817; hit rate 0.7% among 320,000;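 active = inhibition above the mean of all tested compounds plus 3 SD, cutoff set per campaign, cut at about 30% in these data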;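 also: 0% = DMSO wells and 100% = unlabeled Bim-BH3 peptide competitor; inhibitors lower millipolarization by displacing the labeled peptide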
VLA-4 inh = inhibition in a human VLA-4 binding assay | P13612 | VLA-4 expressing cells, ligand binding flow cytometry | inhibition, % (about 7 µM as worked out from the volumes in the protocol) | hit rate 0.2% among 330,000; in the data active = inhibition above about 50%
Target sequence (P13612 whole entry, looked up): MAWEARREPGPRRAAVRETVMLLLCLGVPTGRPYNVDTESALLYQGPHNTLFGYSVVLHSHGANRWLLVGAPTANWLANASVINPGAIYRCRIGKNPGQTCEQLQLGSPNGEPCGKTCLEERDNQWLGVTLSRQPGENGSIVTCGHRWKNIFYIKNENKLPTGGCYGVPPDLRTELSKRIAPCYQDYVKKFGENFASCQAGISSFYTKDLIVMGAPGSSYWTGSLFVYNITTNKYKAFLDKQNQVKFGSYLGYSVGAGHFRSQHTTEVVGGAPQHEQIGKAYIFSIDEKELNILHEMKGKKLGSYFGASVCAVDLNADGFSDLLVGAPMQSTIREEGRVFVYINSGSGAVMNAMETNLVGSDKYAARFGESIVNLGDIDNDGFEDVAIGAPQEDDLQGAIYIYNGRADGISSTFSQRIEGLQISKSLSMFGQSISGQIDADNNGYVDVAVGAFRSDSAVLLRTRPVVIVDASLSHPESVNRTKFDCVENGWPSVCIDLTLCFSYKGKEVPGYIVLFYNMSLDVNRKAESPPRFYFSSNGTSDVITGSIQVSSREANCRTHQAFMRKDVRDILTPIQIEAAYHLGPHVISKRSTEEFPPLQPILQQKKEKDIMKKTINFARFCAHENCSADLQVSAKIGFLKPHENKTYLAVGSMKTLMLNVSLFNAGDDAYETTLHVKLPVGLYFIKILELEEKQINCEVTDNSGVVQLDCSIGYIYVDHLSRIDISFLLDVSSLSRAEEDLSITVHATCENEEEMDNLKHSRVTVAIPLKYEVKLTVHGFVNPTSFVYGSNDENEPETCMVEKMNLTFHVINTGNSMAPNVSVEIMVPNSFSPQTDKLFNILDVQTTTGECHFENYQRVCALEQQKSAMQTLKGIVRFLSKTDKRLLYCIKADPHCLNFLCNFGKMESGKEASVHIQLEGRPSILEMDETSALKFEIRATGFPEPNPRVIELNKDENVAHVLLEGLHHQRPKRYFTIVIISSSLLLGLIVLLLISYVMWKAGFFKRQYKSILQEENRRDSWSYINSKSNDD
GLD-1 TGE inh = GLD-1-TGE RNA interaction inhibition (C. elegans). inhibition, % at 5.96 µM. purified GLD-1 + fluorescein TGE RNA, fluorescence polarization. hit rate 0.44% among 320,000. Q17339;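 active = percent inhibition above a per-plate cutoff, the plate mean of test compounds plus 3 SD, cut at about 30% in these data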;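 also: 0% = DMSO wells with GLD-1 and probe and 100% = wells lacking GLD-1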
CIT2 TOR yeast = yeast TOR pathway CIT2-GFP modulation | S. cerevisiae CIT2-GFP strain, flow cytometry, 3 h; 100 means same as DMSO wells | GFP response vs DMSO, % at 10 µM | hit rate 0.065% among 320,000 | AID 2029;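 active = GFP response relative to DMSO above a set limit, near the screen mean plus 3 SD, cut at about 150% in these data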;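 also: ratio of well median GFP fluorescence to mean of DMSO wells on the plate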
AGP1 TOR yeast = yeast TOR pathway AGP1-GFP modulation | S. cerevisiae AGP1-GFP multiplex flow cytometry, 3 h; GFP as percent of DMSO wells | GFP response vs DMSO, % at 10 µM | hit rate 0.02% among 320,000;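 active = GFP response relative to DMSO above a set limit, near screen average plus 3 SD, cut at about 150% in these data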;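 also: median GFP channel fluorescence of the gated AGP1 strain per well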
* hit, by the source's call; · = no result given.

SMILES	CR mimetic SO	GRK2 aptamer HTS	MEX-5 binding	MCL1-BIM inh	BCLXL inh	VLA-4 inh	GLD-1 TGE inh	CIT2 TOR yeast	AGP1 TOR yeast
COC(=O)N1CCN(c2ccc(C)cc2)C(C)C1 (centres undefined)	104	0	1.1	3	3	10	-6	106	109
COCCCNC(=O)/C(C#N)=C/c1c(N2CCN(C)CC2)nc2c(C)cccn2c1=O	98	0	-1.8	6	4	-4	2	115	121
COCCCNC(=O)/C(C#N)=C/c1cc(C)[nH]c1C	117	2	0.9	2	2	-8	2	97	98
CCOc1ccc(/C=C2\SC(N3CCCCC3)=NC2=O)cc1	115	0	-0.7	-9	-10	9	3	87	98
CC(/C=N/n1c(-c2cc(C)[nH]n2)n[nH]c1=S)=C\c1ccccc1	93	1	-1.9	-5	-14	4	-2	96	89
Cc1ccc(S(=O)(=O)N2CCCC2C(=O)Nn2cnnc2)cc1 (centres undefined)	98	4	-1.1	4	1	8	2	104	100
Cc1cc(C)n(CCNC(=O)CCc2nnc(CCc3ccccc3)o2)n1	102	1	-0.7	2	3	8	1	101	95
O=C(CCCN1C(=O)/C(=C\c2cccs2)SC1=S)NNC(=O)c1cccnc1	101	0	1.0	3	-2	-1	-10	·	89
C#Cc1ccc([C@H]2C=C(C(=O)N3CCN(Cc4ccccc4)CC3)O[C@@H](OCc3ccc(CO)cc3)C2)cc1	100	0	2.8	-1	3	0	-5	111	94
O=C(c1ccccc1)c1ccc(OC(=O)N2CCOCC2)cc1	99	0	0.9	-1	-4	11	4	101	101
CC(C)CNC(=O)NC(=O)COC(=O)c1ccccc1Sc1ccc(C(F)(F)F)cc1[N+](=O)[O-]	101	5	2.6	-4	3	30	4	96	93
CCCCC(Sc1nc(N)c(NC(=O)c2ccco2)c(=O)[nH]1)C(=O)O (centres undefined)	96	2	1.0	38	31*	-19	24	96	97
O=C(Nc1cc(-c2ccccc2)nn1-c1c(Cl)cccc1Cl)c1ccc(F)cc1	108	4	·	·	·	-3	3	88	88
Cn1ccnc1SCC(=O)NC1CCCCC1	105	1	1.2	2	3	5	6	94	96
COCCCNC(=O)C(=O)Nc1ccc2c(c1)N(S(=O)(=O)c1cccs1)CCC2	103	0	0.9	4	5	3	6	87	107

A draw from above in order of heavy-atom count, highest first.
SMILES	CR mimetic SO	GRK2 aptamer HTS	MEX-5 binding	MCL1-BIM inh	BCLXL inh	VLA-4 inh	GLD-1 TGE inh	CIT2 TOR yeast	AGP1 TOR yeast
C#Cc1ccc([C@H]2C=C(C(=O)N3CCN(Cc4ccccc4)CC3)O[C@@H](OCc3ccc(CO)cc3)C2)cc1	100	0	2.8	-1	3	0	-5	111	94
CC(C)CNC(=O)NC(=O)COC(=O)c1ccccc1Sc1ccc(C(F)(F)F)cc1[N+](=O)[O-]	101	5	2.6	-4	3	30	4	96	93
COCCCNC(=O)/C(C#N)=C/c1c(N2CCN(C)CC2)nc2c(C)cccn2c1=O	98	0	-1.8	6	4	-4	2	115	121
O=C(Nc1cc(-c2ccccc2)nn1-c1c(Cl)cccc1Cl)c1ccc(F)cc1	108	4	·	·	·	-3	3	88	88
O=C(CCCN1C(=O)/C(=C\c2cccs2)SC1=S)NNC(=O)c1cccnc1	101	0	1.0	3	-2	-1	-10	·	89
Cc1cc(C)n(CCNC(=O)CCc2nnc(CCc3ccccc3)o2)n1	102	1	-0.7	2	3	8	1	101	95
CCCCC(Sc1nc(N)c(NC(=O)c2ccco2)c(=O)[nH]1)C(=O)O (centres undefined)	96	2	1.0	38	31*	-19	24	96	97
Cc1ccc(S(=O)(=O)N2CCCC2C(=O)Nn2cnnc2)cc1 (centres undefined)	98	4	-1.1	4	1	8	2	104	100
CCOc1ccc(/C=C2\SC(N3CCCCC3)=NC2=O)cc1	115	0	-0.7	-9	-10	9	3	87	98
COCCCNC(=O)/C(C#N)=C/c1cc(C)[nH]c1C	117	2	0.9	2	2	-8	2	97	98
COC(=O)N1CCN(c2ccc(C)cc2)C(C)C1 (centres undefined)	104	0	1.1	3	3	10	-6	106	109
Cn1ccnc1SCC(=O)NC1CCCCC1	105	1	1.2	2	3	5	6	94	96

Compound profiles (already shown).
COCCCNC(=O)/C(C#N)=C/c1cc(C)[nH]c1C is listed as CR mimetic SO: 117; GRK2 aptamer HTS: 2; MEX-5 binding: 0.9; MCL1-BIM inh: 2; BCLXL inh: 2; VLA-4 inh: -8; GLD-1 TGE inh: 2; CIT2 TOR yeast: 97; AGP1 TOR yeast: 98
O=C(c1ccccc1)c1ccc(OC(=O)N2CCOCC2)cc1 is listed as CR mimetic SO: 99; GRK2 aptamer HTS: 0; MEX-5 binding: 0.9; MCL1-BIM inh: -1; BCLXL inh: -4; VLA-4 inh: 11; GLD-1 TGE inh: 4; CIT2 TOR yeast: 101; AGP1 TOR yeast: 101

Remaining list, next part.
SMILES	CR mimetic SO	GRK2 aptamer HTS	MEX-5 binding	MCL1-BIM inh	BCLXL inh	VLA-4 inh	GLD-1 TGE inh	CIT2 TOR yeast	AGP1 TOR yeast
N#Cc1c(C(F)(F)F)cc(Cc2ccccc2)nc1SCC(=O)NCC(=O)O	85	2	0.1	-1	7	22	-4	102	109
Cc1onc(-c2c(Cl)cccc2Cl)c1C(=O)NCCc1ccc(S(N)(=O)=O)cc1	94	3	-0.3	6	3	6	3	103	105
COc1ccccc1CC(=O)Nc1cccc(C(=O)NN2C(=O)c3ccccc3C2=O)c1	95	1	0.5	6	4	17	4	102	90
Cc1ccc(-c2cc(=O)c3cc(Cl)ccc3[nH]2)cc1	·	·	-3.8	4	3	·	3	·	·
O=C(Nc1nc(-c2ccc3ccccc3c2)cs1)c1ccc(N2C(=O)CCC2=O)cc1	115	5	1.2	-1	-3	8	4	85	104
Cc1cnc(CNC(=O)C2CCC(=O)N(Cc3ccc(Cl)cc3)C2)[nH]1 (centres undefined)	99	1	1.0	4	4	-9	0	112	99
COc1ccccc1CNC(=O)C1CCN(S(=O)(=O)c2cccc([N+](=O)[O-])c2)CC1	113	8	1.0	5	2	1	-5	100	99
CCCCNC(=O)c1ccc2c(c1)ncn2C1CCCC1	129	3	1.0	-2	-1	-5	-3	94	102
COc1ccc(CCNC(=O)C(=O)NCC2OCCN2S(=O)(=O)c2ccc(Cl)cc2)cc1 (centres undefined)	108	0	-3.4	6	-1	0	-5	94	85
COc1ccccc1OCCCN1C(=O)C(=O)c2cccc(C)c21	106	5	3.4	-2	5	-6	5	103	108
Cc1[nH]c2ccccc2c1Cc1nnc(SCc2ccccc2)o1	97	3	-1.4	-3	-2	-2	4	95	100
CCC(C)NC(=O)c1oc2ccc(S(=O)(=O)N3CCC4(CC3)OCCO4)cc2c1C (centres undefined)	98	1	-4.3	2	3	11	6	101	102
N#Cc1c(NC(=O)CN2C(=O)c3ccccc3C2=O)oc(-c2ccccc2)c1-c1ccccc1	99	0	-0.4	0	1	1	5	95	97
Cc1ccc(S(=O)(=O)Nc2ccc3c(c2)nc2n3CCN(Cc3ccccc3)C2)cc1	89	0	4.9	12	6	12	6	92	106
COc1ccc(CCNc2nc(C)cc(C)n2)cc1OC	100	·	-2.2	10	3	-3	-3	105	93
O=C(CSc1ncnc2nc[nH]c12)Nc1ccc(Br)cc1Cl	88	0	-1.6	2	-2	5	-3	96	100
CCN(CC)S(=O)(=O)c1cc(C(=O)Nc2cc(C)[nH]n2)ccc1Cl	103	0	-1.3	4	6	7	-8	103	93
Cc1cccc(NC(=O)CSc2nnc(-c3ccco3)o2)c1C	91	3	7.1	2	5	0	-3	103	104
CCCNC(=S)Nc1ccc(Oc2ccccc2)cc1	95	2	0.2	6	0	-11	6	95	92
Cc1ccc(C)c(CSC2=NCCN2C(=O)c2cccs2)c1	95	0	0.5	-9	-5	9	1	106	102
O=C1Nc2ccc(Cl)cc2[C@@](C#CC2CC2)(C(F)(F)F)O1	102	4	-2.4	8	2	26	5	97	86
N#CCCn1cc(C(=O)Nc2ccc(C(=O)O)cc2)c(-c2cccc(Br)c2)n1	93	1	-3.4	4	-1	6	5	105	94
Cc1cc(NC(=O)CCC(=O)N(Cc2ccccc2)C2(C(=O)NC3CCCCC3)CCCC2)no1	112	2	-1.8	1	0	-11	8	99	96
CC(=O)N1CCN(C(=O)COC(=O)c2oc3ccccc3c2C)CC1	122	0	·	2	1	5	-9	98	105
CCC(=C(c1ccc(OC)cc1)c1ccc(OC)cc1)c1cn(CC(O)CN(CCO)CCO)c2ccccc12 (centres undefined)	98	0	0.4	3	7	10	6	77	94
COc1ccccc1CCNC(=O)C(=O)Nc1cc2c3c(c1)CC(=O)N3CCC2	98	2	-2.2	0	-2	7	-1	91	91
CC(=O)Nc1ccc(S(=O)(=O)Nc2ccc(Cc3ccncc3)cc2)cc1	102	0	2.0	3	2	-3	-1	99	101
CCC(CC)COC(=O)C1=C(C)NC(=O)NC1c1ccc(N(C)C)cc1 (centres undefined)	95	2	-3.8	-2	5	-9	9	97	102
Cc1ccc(C(=O)Nc2cccc(C(F)(F)F)c2)cc1Nc1cnccn1	115	2	-0.1	3	6	12	2	98	87
O=C(c1ccco1)N1CCN(C(c2ccc(F)cc2)c2nnnn2Cc2cccs2)CC1 (centres undefined)	99	1	-3.7	3	5	-7	5	104	96
COc1cc2c(cc1NC(=O)CSc1ccc(C)cc1)oc1ccccc12	90	0	3.8	-1	3	13	0	109	109
COC(=NC(C)C)NC(C)C	115	1	0.8	-8	0	11	-7	101	98
CC(=O)c1cccc(OCC(O)CNCC2COc3ccccc3O2)c1 (centres undefined)	73	2	0.9	-5	1	0	-9	94	96
Fc1ccc(CSc2ccc(-c3ccco3)nn2)cc1	104	0	0.6	10	8	5	1	96	95
Cc1ccc(C(=O)N2CCC(N3CCC(C(=O)N4CCOCC4)CC3)CC2)cc1C	110	0	-5.4	-3	3	15	-6	103	100
COc1ccccc1NC(=O)c1ccc(S(=O)(=O)N(C)C)cc1	112	2	-2.8	-3	-2	28	3	94	100
Cc1ccc(N(NC(=O)C(O)(c2ccccc2)c2ccccc2)C(=O)CCl)cc1	110	1	-1.4	7	4	25	2	95	92
O=C(Oc1ccccc1-c1nnco1)c1ccc(Cl)cc1	100	1	-0.5	10	4	19	-4	85	85
CCc1ccc(C(=O)CSc2n[nH]c(-c3ccncc3)n2)cc1	96	5	2.4	-2	-5	3	-4	100	95
O=C(NCc1cc([N+](=O)[O-])ccc1O)c1cccc(NS(=O)(=O)c2ccccc2)c1	109	0	1.3	1	15	9	-1	103	106
Cc1[nH]c2ccccc2c1SCC(=O)O	104	3	-0.6	-1	-1	-7	-4	94	95
Cc1ccc(/C=N/NC(=O)c2cccc(S(=O)(=O)Nc3ccccc3Cl)c2)s1	107	0	-0.4	1	1	20	-2	101	102
CCc1cc(C(=O)N2CCCC(CCC(=O)N3CCN(c4ccccn4)CC3)C2)no1 (centres undefined)	93	0	0.9	-1	7	-21	3	95	95
Cc1ccc(/C=N/NC(=S)Nc2cccc(S(=O)(=O)N(C)C)c2)o1	102	0	-6.3	12	8	3	-1	107	106
